From PubChem
Pf Dd2 inh: qHTS Primary assay for Inhibitors of Plasmodium falciparum Dd2 growth in vitro. P. falciparum Dd2 growth, SYBR Green, 72 h. Potency, µM (highest dose often 28.9 µM), for the others: at the top dose activity, negative = inhibition, usual class: inhibitors. hit rate 4.3% among 120,000. AID 1347417, 2020; active = well fitted inhibition curve with a large enough effect; inconclusive = small, poorly fitted or top-dose-only effect; inactive = no such curve, though single readings can be large or run the other way;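 also: plate controls were DMSO vehicle for no effect and reference drug for full effect; nearly all actives have a fitted effect of over 65% in size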
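Readout: SYBR Green fluorescence, 485 nm excitation, 535 nm emission, after ~16 h lysis at 37C. Before that, Dd2-infected red cells (2.5% hematocrit) grew 72 h with compound, 29 uM top final concentration.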
* = called active by the depositor; i = inactive; u = inconclusive; [ ] = remark or other dose. Potency is read from the fitted curve at half-maximal effect. This is a subset; the hit share may differ from the screen's.

SMILES	Pf Dd2 inh
CCOC(=O)C1CCN(CCC(=O)Nc2ccc(Br)c(C)c2)CC1	i
COC[C@@H]1CN(C(=O)c2ccncc2)C[C@H]1c1ccncc1	13%
COc1ccc(-c2ccnc(N[C@H]3CO[C@H]4[C@@H]3OC[C@@H]4NC(=O)c3ccc4c(c3)OCO4)n2)cc1	u
CC1(C)[C@H](Cc2cc(CC3CCCCC3)on2)C[C@@H]1NC(=O)c1ccco1	5µM*
O=C(Nc1cccc(Cl)c1)C1CN(c2cccc(Cl)c2)C(=O)N1 (stereo not given)	-19%
COc1ccc(N2CCN(CCCNC(=O)Nc3ccccc3Cl)CC2)cc1	u
CCOC(=O)C1CCN(C(=O)CCN(CC)C(=O)c2cc(C)oc2C)CC1	-5%
Cc1cccc(N2CCN(S(=O)(=O)c3ccc4oc(=O)c5ncn(C)c5c4c3)CC2)c1C	10%
O=C1NCCCCCCN(C(=O)c2cccs2)[C@H]2C[C@H](c3nc(-c4cccnc4)no3)C[C@@H]12	-15%
CCOc1ccc(N(CC)C(=O)CCc2nc(-c3ccccc3F)no2)cc1	47%[activator][0.594 µM]
COc1ccc(Nc2c(-c3ccco3)nc3cccc(C)n23)cc1	-18%
COCCN1C(=O)c2oc3ccc(C)cc3c(=O)c2C1c1ccc(C(=O)OC)cc1 (stereo not given)	5%
NC(=O)[C@H]1CCCN1Cc1cnc(N2CCCCC2)nc1	-7%
COC(=O)c1cnn(-c2ccc(C(=O)Nc3cccc(C(C)=O)c3)cc2)c1N	u
O=C(NC1CCCN(C2CCCCCC2)C1)c1ccccc1N1CCOCC1 (stereo not given)	u
COCCN1CC(CO)C2(CCN(Cc3ccc(F)c(F)c3)CC2)C1 (stereo not given)	-20%
CCNC(=O)N1CCC(Cc2ncc(C)n2C2CC2)C1 (stereo not given)	-6%
COc1ccc(C(=O)CC2(O)C(=O)N(CCc3ccccc3)c3ccc(Br)cc32)cc1OC (stereo not given)	u
COc1ccc(-c2cc(N3CCCN(C(=O)Cc4ccccc4Br)CC3)n[nH]2)cc1	u
O=C1NCCCCCCN(C(=O)c2ccccn2)[C@H]2CCC[C@@H]12	8%
CCOc1ccc(NC(=O)CSC2=Nc3ccccc3C3=NC(CC(=O)NCc4ccc5c(c4)OCO5)C(=O)N23)cc1 (stereo not given)	u
Cn1cnc(S(=O)(=O)N[C@H]2CCN(C(=O)CSCC(=O)O)[C@H](C(=O)N[C@H](Cc3ccccc3)C(N)=O)C2)c1	-7%
Cc1ccc(C(=O)N2CCC3(CC2)CC(c2cccnc2)=NO3)cc1	-14%
CC(C)c1ccc(C(=O)N2CCC3(CC2)OC(=O)N(CC2CC2)C3(C)c2cccnc2)cc1 (stereo not given)	u
Cc1cnc(C(=O)N2CCC3(CC2)CC(OCC2CC2)CCO3)cn1 (stereo not given)	-6%
COc1cccc(CN2CCNc3cnc(-c4ccccc4)cc3C2)c1	-3%[44.1 µM]
C=CCNC(=O)CN1CN(c2ccccc2)C2(CCN(C(=O)NCc3ccccc3)CC2)C1=O	u
CCOC(=O)c1cccc(NC(=O)Cn2ncc3c(=O)oc4ccccc4c32)c1	3%
COC[C@H]1CCCN1C(=O)C[C@@H]1O[C@H](CNC(=O)Nc2ccccc2)[C@@H](O)[C@H]1O	13%[44.1 µM]
CCOc1ccc(C(=O)Nc2cccc(NC(=O)c3ccc(C(C)(C)C)cc3)c2)cc1Br	u
Cc1cccc(CNC(=O)Cn2ccc3cc(S(=O)(=O)N4CCCCCC4)ccc32)c1	i
Cc1cc(C(=O)Nc2ccc([C@H]3OCC(=O)N(CC(C)C)[C@@H]3CO)cc2)n(C)n1	i
COc1ccc(NC(=O)N2CCCC(Cn3cnc4cccnc43)C2)cc1OC (stereo not given)	-1%
CC(C)NC(=O)N[C@H]1C[C@@H](Cc2cc(CN3CCN(c4ccccc4)CC3)on2)C1(C)C	10µM*
COCc1cccc(C(=O)N2CC[C@@](C)(O)[C@@H](O)C2)n1	-2%
CNc1cc(C2CC(NC(=O)CCn3c(C)cccc3=O)C2)nc(N)n1 (stereo not given)	-8%

Part of the list above in order of heavy-atom count, descending:
SMILES	Pf Dd2 inh
COCCN1C(=O)c2oc3ccc(C)cc3c(=O)c2C1c1ccc(C(=O)OC)cc1 (stereo not given)	5%
COC[C@H]1CCCN1C(=O)C[C@@H]1O[C@H](CNC(=O)Nc2ccccc2)[C@@H](O)[C@H]1O	13%[44.1 µM]
CC1(C)[C@H](Cc2cc(CC3CCCCC3)on2)C[C@@H]1NC(=O)c1ccco1	5µM*
O=C(Nc1cccc(Cl)c1)C1CN(c2cccc(Cl)c2)C(=O)N1 (stereo not given)	-19%
COC[C@@H]1CN(C(=O)c2ccncc2)C[C@H]1c1ccncc1	13%

Continued.
SMILES	Pf Dd2 inh
COc1ccc(CNC2CN(C(=O)OC(C)(C)C)C2)cc1	-12%
COc1ccccc1CN1CC(c2noc(-c3cc(C)cc(C)c3)n2)CC1=O (stereo not given)	i
NCC(=O)N1CCC(n2nccc2NC(=O)c2ccccc2)CC1	5%
CN(C(=O)c1ccc2c(c1)N(Cc1cccc(Cl)c1)C(=O)c1ccccc1S2(=O)=O)C1CCCCC1	u
c1cnc2c(c1)ncn2C1CC1	12%[76.6 µM]
O=C(CN1CCCc2nc(C3CC3)ncc2C1=O)NCc1cccs1	-19%
CNC(=O)N1CCC(C2CCN(C(=O)C3CCNCC3)C2)CC1 (stereo not given)	16%
O=C(Cn1nc(-c2ccc(Cl)cc2)ccc1=O)NCc1ccccc1Cl	-3%
CO[C@H]1C(=O)N(C2CCN(C(=O)CCn3cccn3)CC2)[C@H]1c1ccncc1	39%[activator]
O=C(CC1CCOCC1)NCCc1ccccn1	51%[activator]
CC(C)CCN1CC2(COCC(=O)N(Cc3cccc(OC(F)(F)F)c3)C2)C1	25%[44.1 µM]
CC1Cc2cc(S(=O)(=O)NCc3ccccc3)ccc2N1C(=O)C1CCC1 (stereo not given)	3.5µM*
CCOc1ccc(CCNC(=O)Cn2cccc2-c2nc(-c3ccc(F)cc3)no2)cc1OCC	-3%
COc1ccc(-c2noc(CC3CCN(C(=O)c4ccc(OC)nc4OC)CC3)n2)cc1	-16%
CC(=O)N1CCCN(Cc2ccc3c(c2)OCO3)c2ccccc21	-10%
Cc1nc(N2CCC(NC(=O)c3ccccc3F)CC2)cc(C(F)(F)F)n1	i
O=C(NCc1ccccc1)C1COC2(CCN(C(=O)c3ccco3)CC2)N1C(=O)c1ccco1 (stereo not given)	i
COCCN1C(=O)CCC2(C(=O)NCc3cn[nH]c3C)CCCC=C12 (stereo not given)	-4%
CCn1cc(C(=O)NCCc2ccc(Cl)cc2)c(=O)c2cc(S(=O)(=O)N3CCOCC3)ccc21	-3%
CC(=O)N1c2ccccc2C(=O)C1N1CCN(c2cccc(C)c2C)CC1 (stereo not given)	13%
Cc1nonc1CN(C)C(=O)c1coc(COc2ccc(F)cc2Cl)n1	i
Cc1ccccc1NC(=O)c1ccc2c(c1)c(C)c(C)n2Cc1ccccc1	-3%
O=C(CSc1ncc(-c2ccccc2)[nH]1)Nc1ccc(F)cc1F	-17%
CCc1noc(-c2cn(C3CCN(C(=O)c4cc(C5CC5)[nH]n4)C3)nn2)n1 (stereo not given)	-2%

A different layout for part of the listing above:
SMILES,Pf Dd2 inh
CC(=O)N1c2ccccc2C(=O)C1N1CCN(c2cccc(C)c2C)CC1 (stereo not given),13%
O=C(NCc1ccccc1)C1COC2(CCN(C(=O)c3ccco3)CC2)N1C(=O)c1ccco1 (stereo not given),i
COCCN1C(=O)CCC2(C(=O)NCc3cn[nH]c3C)CCCC=C12 (stereo not given),-4%
CCc1noc(-c2cn(C3CCN(C(=O)c4cc(C5CC5)[nH]n4)C3)nn2)n1 (stereo not given),-2%
CCOc1ccc(CCNC(=O)Cn2cccc2-c2nc(-c3ccc(F)cc3)no2)cc1OCC,-3%

More records
SMILES	Pf Dd2 inh
Cn1c(=O)c2cc(C(=O)NC3CCCCCC3)sc2c2ccccc21	u
CC1(C)C(=O)N(Cc2ccccc2F)[C@H]2CN(Cc3ccc4[nH]ccc4c3)C[C@@H]2[S+]1(=O)[O-]	i
Cc1ccc(CNC(=O)c2cccc(Nc3nc4ccccc4n4nnnc34)c2)cc1	1%
Cc1ccc(C)c(CNC(=O)CCc2conc2-c2ccc(F)cc2)c1	-24%
Cc1ccc(Cl)cc1-n1c(=O)cc(N2CCN(c3ccccc3)CC2)[nH]c1=O	-3%
COc1ccc(C(=O)N[C@@H]2CCC[C@@H]2C(=O)NCCCOC(C)C)cn1	29%
COc1ccccc1-n1cc(-c2ccnc(N3CC(n4cccn4)C3)n2)cn1	u
COc1cccc(NC(=O)O[C@@H]2CO[C@H]3[C@@H]2OC[C@@H]3Nc2nccc(-c3ccc(-c4ccccc4)cc3)n2)c1	1%
CCOC(=O)CSc1nc2cc3c(cc2c(=O)n1CCCCCC(=O)NCc1ccc(OC)cc1)OCO3	i
COc1ccc(-c2cc3c(=O)n(CCNC(=O)c4ccccc4C)ccn3n2)cc1	u
O=C(NCc1ccccn1)c1ccc2c(c1)N(C(=O)c1ccc(F)cc1)CC2	u
CCOC(=O)c1c(C)[nH]c(C)c1S(=O)(=O)N1CCN(c2ccccc2OC)CC1	-12%
Cn1cnnc1-c1nn(C)c2c1CN(C(=O)c1n[nH]c(=O)c3ccccc13)CC2	12%
COc1ccc(-c2cc(C(F)(F)F)nc(NCc3ccccc3)n2)cc1	6%
COC[C@@H](N)C(=O)N1C[C@@H]2C[C@H]1C(=O)N2c1cc(-c2ccccc2)ccc1OC	-9%
Cc1cccc(CC2(NC(=O)C3CC(=O)N(C4CCCC4)C3)CC2)c1 (stereo not given)	-3%
CCn1ncc(C(=O)N2CCCn3ccnc3C2c2cnn(C)c2)c1C (stereo not given)	6%
CNC(=O)[C@@H](C1CCCCC1)N1CCC[C@H]1C(=O)N1CCN(C)CC1	-9%[44.1 µM]
CCCC(=O)N1CCN(c2nc3c(OC)ccc(C)c3s2)CC1	3%
O=C(NCCN1CCCCC1)c1ccc(-c2ccc(N3CCSCC3)nc2)cc1	u
O=C(Nc1cccc(Cl)c1)N1CCC(Oc2ncccc2C(=O)N2CCOCC2)C1 (stereo not given)	i
CCN(Cc1ccccc1)Cc1c(O)ccc2c(=O)c(-c3ccc(Cl)cc3)c(C(F)(F)F)oc12	u
COc1ccccc1-c1cc(C(=O)N2CCCC2)c2cnn(C)c2n1	-3%
CN1C(=O)CS(=O)(=O)C12CCN(C(=O)c1ccnn1C)CC2	4%
CC(C)CC(=O)NCC(c1ccc2c(c1)OCO2)N1CCN(c2ccc(F)cc2)CC1 (stereo not given)	10µM*
CCn1nc(C)cc1S(=O)(=O)N[C@@H]1COCC[C@@H]1OCc1ccccc1	-7%
O=C(c1ccn[nH]1)N1CCC(c2noc(COc3ccc(F)cc3)n2)C1 (stereo not given)	i
CCN(CC)CCNC(=O)c1nn(C)c2c1CS(=O)(=O)c1ccccc1-2	-2%
COC(=O)c1ccc(OCC2c3cc(OC)c(OC)cc3CCN2C(=O)c2cccc(C)c2)cc1 (stereo not given)	u
CC(C)CNC(=O)N1CCc2nc(OCC3CC3)ccc2C1	u
O=c1cc(COc2cccc(C(F)(F)F)c2)nc2sc3c(n12)CCCC3	8%
O=C(NCc1ccc(F)cc1)c1cnc2n1CCN(CCc1ccccc1)CC2	4%[44.1 µM]
CC(C)c1nc2sc3c(N4CCCCC4)ncnc3c2c2c1CCCC2	4%
Cc1cn2nc(C(=O)NC3CCc4ccccc43)cc2c(N2CCCC2)n1 (stereo not given)	5.6µM*
COc1ccccc1CNC(=O)c1cc2c(=O)oc3ccc(C)cc3c2s1	14%
Cc1cccc(NC(=O)C2CCN(S(=O)(=O)c3ccc4[nH]c5c(c4c3)CCCCC5)CC2)c1	u
O=C(C1CCCCC1)N1CC2(Cc3ccccc3NC2=O)C1	6%
Cc1c(-c2ccccc2F)[nH]c2ccc(CNC(=O)CCC3=NNC(=O)CC3)cc12	5%
COc1ccc(-c2ccc3ncc(Nc4ccc(C(F)(F)F)cc4)n3n2)cn1	i
CCn1nccc1C(=O)N1CCC(N2C(=O)C3(CCCCC3)C2c2ccncc2)CC1 (stereo not given)	i
CC(=O)Nc1nonc1-c1nnc(SCc2ccc(Cl)cc2)n1C	-17%
CCn1c(C(=O)NCc2ccc(C)cc2)cc2sc(Cl)cc21	16%
Cc1cccc2sc(N(Cc3cccnc3)C(=O)CCOc3ccccc3)nc12	u
CCC(=O)N1CCN(c2nc3c(s2)CC(C(=O)O)CC3)CC1 (stereo not given)	-21%
O=c1oc2ccccc2cc1-c1nc(-c2cccc(Cl)c2)cs1	36%[activator]
CN1C(=O)CCC2(CNC(=O)Cc3ccccc3)CCC=C12 (stereo not given)	3%
COC(=O)c1[nH]nc2c1C(c1ccc(OC)c(OC)c1Cl)CC(=O)N2 (stereo not given)	u
Cc1ccc(Nc2cc(C)nc3nc(Cc4ccc(Cl)cc4)nn23)cc1	u
COc1ccccc1C(=O)N1CCC2(CC1)NC(=O)N(c1cccc(F)c1)N2	i
COC[C@@H]1CN(C(=O)Cc2ccccc2Cl)C[C@H]1c1ccncc1	u
Cc1cn2nnc(C(=O)N3CCC(C(=O)Nc4ccc(C)c(Cl)c4)CC3)c2c(=O)[nH]1	u
